# XiGFP reactiv: activators of inactive X chromosome reactivation, primary screen, imaging, XiGFP fibroblasts, GFP high-content imaging, set 2; XiGFP mouse fibroblasts, % GFP-positive cells imaging, 3 d; cells co-treated with 5-aza-dC sensitizer; scaled so ellipticine positive control = 100%; activation, % at 7.58 µM; 360,000 tested, 0.055% active;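 active = mean normalized replicate activation at least 10% and every replicate at or above 10%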;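 note: 0% = median of on-plate neutral control wells and 100% = ellipticine 6 µM median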
#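 Material: XiGFP fibroblasts, SV40-immortalized. Buffer or medium: DMEM plus 5-aza-dC sensitizer. Compound: single concentration per compound, delivered by pin transfer. Times: 3 days compound exposure. Controls: ellipticine 6 µM.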
# ERAP1 inh: human ERAP1 aminopeptidase inhibitors, primary screen, biochemical, single point, plate reader | Endoplasmic reticulum aminopeptidase 1 (Homo sapiens), Q9NZ08 | recombinant ERAP1, Leu-AMC fluorescence, 60 min | inhibition, % at 10.7 µM | 340,000 tested, 0.15% active | AID 652197, 2013;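 active = mean replicate inhibition of at least 30%, or all replicates individually reaching that 30% level; inactive = mean below 30% and not every replicate reaching it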;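 note: 0% = neutral control wells and 100% = L-leucinethiol positive control wells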
# Target sequence (Q9NZ08 whole entry, looked up): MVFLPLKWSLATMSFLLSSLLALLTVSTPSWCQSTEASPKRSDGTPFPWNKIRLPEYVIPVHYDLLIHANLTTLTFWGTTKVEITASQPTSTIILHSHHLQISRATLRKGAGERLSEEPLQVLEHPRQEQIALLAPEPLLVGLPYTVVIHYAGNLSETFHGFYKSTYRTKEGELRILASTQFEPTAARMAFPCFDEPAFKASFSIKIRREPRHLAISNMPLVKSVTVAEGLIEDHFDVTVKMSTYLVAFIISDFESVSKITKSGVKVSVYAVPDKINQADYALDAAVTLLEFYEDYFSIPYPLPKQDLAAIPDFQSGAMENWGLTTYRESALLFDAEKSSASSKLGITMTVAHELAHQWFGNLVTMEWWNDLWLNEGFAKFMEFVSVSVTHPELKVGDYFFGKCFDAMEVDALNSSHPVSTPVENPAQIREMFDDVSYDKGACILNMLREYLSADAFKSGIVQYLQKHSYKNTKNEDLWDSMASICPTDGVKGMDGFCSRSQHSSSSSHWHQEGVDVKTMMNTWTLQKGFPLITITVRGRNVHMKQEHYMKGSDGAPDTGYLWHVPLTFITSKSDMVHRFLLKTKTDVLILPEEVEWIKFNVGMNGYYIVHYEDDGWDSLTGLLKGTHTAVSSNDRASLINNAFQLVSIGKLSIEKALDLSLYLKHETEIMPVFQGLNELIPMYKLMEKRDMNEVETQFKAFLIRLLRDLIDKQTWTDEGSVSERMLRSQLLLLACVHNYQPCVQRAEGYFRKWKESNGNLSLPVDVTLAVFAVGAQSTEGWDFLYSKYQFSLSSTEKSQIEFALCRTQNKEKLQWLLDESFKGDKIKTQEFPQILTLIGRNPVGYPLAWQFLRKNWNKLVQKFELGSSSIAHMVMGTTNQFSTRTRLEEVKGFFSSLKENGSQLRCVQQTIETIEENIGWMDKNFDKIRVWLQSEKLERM
# Cneo AK release: Cryptococcus neoformans cell lysis inducers, primary screen, AK release luminescence, single concentration | C. neoformans lysis, adenylate kinase release luminescence, 4 h; normalised: neutral wells 0, clomiphene wells 100 | lysis activity, % at 15 µM | 360,000 tested, 0.2% active;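 active = mean lysis activity across replicates of at least 80%, whatever share of replicates individually reach that level; inactive = mean lysis activity below 80%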
#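 Assay system: log-phase C. neoformans yeast / Quantity: yeast cell density of 5 × 10^6 cells/mL / Medium: fresh YPD growth medium / Compound: single dose / Timing: static 4 h at 37 °C with compound, 1 h detection / Measured by: adenylate kinase release luminescence / Read-out: lysis from increased AK signal / Benchmarks: Clomiphene as positive lysis control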
# SIRT5 block: SIRT5 desuccinylase inhibitors, primary screen, biochemical, fluorescence imaging, single point, set 5. NAD-dependent protein deacylase sirtuin-5, mitochondrial (Homo sapiens), Q9NXA8. Purified SirT5, succinyl-peptide AMC, trypsin-coupled fluorescence. inhibition, % at 15 µM. 330,000 tested, 1.1% active. AID 652115, 2013; in the data active = inhibition above about 15%
# LGR2 antag: inhibitors of bursicon-induced LGR2 CRE-luciferase signal, primary screen, cell-based, HEK293, CRE-luciferase reporter, bursicon stimulation | inhibition, % at 9.99 µM | 380,000 tested, 0.35% active | bursicon-stimulated, 4 h | AID 720647, 2013;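 active = drop in luminescence signal, shown as inhibition above about 50% in the replicate tests, limit read from the data, passing the limit was not always enough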;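 note: agonist challenge used bursicon conditioned medium at about half maximal strength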
# Statin myotox sup: suppressors of statin myotoxicity in C2C12 myotubes, primary screen, cell-based, single point, plate reader. 330,000 tested, 0.78% active. AID 602340, 2012. rescue of ATP level, % at 7.49 µM. C2C12 myotubes + simvastatin, ATP luminescence, 48 h; scaled: DMSO 0, geranylgeraniol control 100;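 active = mean ATP rescue above about 67%, or every replicate alone reaching that limit, limit read from the data, passing the limit was not always enough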;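 note: myotubes were challenged with 10 µM simvastatin during compound exposure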
# PGC1a acetyl inh: inhibitors of PGC1a acetylation signal, primary screen, cell-based, U2OS, AlphaScreen, inhibitor mode; AlphaScreen anti-acetyl-lysine; with virally co-expressed GCN5 acetyltransferase; inhibition, % at 15.6 µM; 350,000 tested, 0.17% active; AID 651687, 2012;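 active = every replicate shows inhibition of at least 40%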;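 note: 0% = neutral control wells and 100% = positive control wells; some results beyond the cut were filed as inactive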
# S100A4 inh HTS: inhibitors of S100A4-myosin IIA peptide binding, primary screen, biochemical, fluorescence polarization, TAMRA-MyoIIA peptide; Protein S100-A4 (Homo sapiens), P26447; inhibition, % at 10.7 µM; 360,000 tested, 0.14% active; AID 652163, 2013;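 active = mean inhibition of at least 70% across replicates, with every replicate also reaching that level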
# Target sequence (P26447 whole entry, looked up): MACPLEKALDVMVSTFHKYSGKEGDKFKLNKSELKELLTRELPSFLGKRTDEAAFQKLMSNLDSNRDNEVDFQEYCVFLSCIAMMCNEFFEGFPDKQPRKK
#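 Material: S100A4 monomer protein | Medium: HEPES pH 7.2 with CaCl2, KCl, NaCl, DTT, Triton | Reagent: Labelled myosin peptide probe, 5 nM | Doses: One dose per compound | Times: 5 min incubation before reading | Benchmarks: Neutral control DMSO, positive control TFP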
# * marks the source's active call; other numbers are inactive results; / = not tested or not shown.
SMILES,XiGFP reactiv,ERAP1 inh,Cneo AK release,SIRT5 block,LGR2 antag,Statin myotox sup,PGC1a acetyl inh,S100A4 inh HTS
CN(Cc1ccco1)C(=O)c1ccc(OC2CCN(Cc3ccccn3)CC2)cc1,0.1,2,-2,-1,5,-2,/,-2
C=CCOC(=O)C1=C[C@H](C2CC2)[C@@H](CCCO)[C@H](OCC)O1,0.0,1,-2,-1,-18,2,-10,-2
C[C@H](NC(=O)[C@H]1[C@H](CO)[C@H]2Cn3c(ccc(-c4ccccc4)c3=O)[C@H]2N1C)c1ccccc1,0.2,1,1,-6,14,31,/,8
CCOCCCn1c(SCc2ccccc2)nnc1-c1ccncc1,0.3,0,0,-1,-2,-5,/,-8
CNC(=O)COC(=O)/C=C/c1cccc(F)c1,0.1,2,1,-5,-3,-5,/,-12
Cc1c(C(=O)N(Cc2ccccc2)C(C)C)oc2ccc(S(=O)(=O)N3CCOCC3)cc12,-0.1,-4,-2,4,10,-15,13,-42
O=C(NC(c1ccc(F)cc1)c1cnccn1)C1CCN(CCOc2ccc(Cl)cc2Cl)CC1 (configuration not stated),0.1,-4,1,/,-6,-6,-1,8
COc1cccc(CNC(=O)COC(=O)c2ccc(Cl)s2)c1,0.1,3,2,/,16,0,-12,10
O=C(NCc1ccccn1)[C@@H]1CCCN1C(=O)[C@@H]1CCCN1,-0.1,-1,/,-3,5,/,/,-11
Cc1cc(NC(=O)CNC(=O)C2CCCCC2)no1,/,7,0,1,-7,8,3,-2
CN1CCSc2ccc(C(=O)NCc3cccc(F)c3)cc21,0.2,4,-2,-7,-11,3,-27,-3
Cc1nn(CC(=O)NC2CCCC2)c(C)c1[N+](=O)[O-],0.0,0,-2,2,3,0,-5,-4
CCc1sc(N2[C@H](C#N)[C@@H](c3ccccc3-c3ccc(F)cc3)[C@@H]2CO)nc1C,0.0,0,/,-1,10,/,-4,-7
COc1ccc(CNC(=O)COC(=O)CCOc2ccc(C)cc2)cc1OC,0.0,1,10,0,-9,-1,/,-4
Cc1ccc(NC(=O)[C@@H](CC(C)C)NC(=O)[C@@H]2Cc3ccccc3CN2)cc1,0.1,-4,-3,3,-16,10,-13,-1
CCCOc1ccc(C(=O)CCC(=O)OC(C)C(=O)Nc2ccc(NC(C)=O)cc2)cc1 (configuration not stated),0.0,1,/,0,-4,/,/,-6
COc1cccc(NC(=O)N(C)C[C@H]2OCc3ccccc3-c3ccccc3C(=O)N([C@@H](C)CO)C[C@H]2C)c1,0.7,1,-5,-3,-7,-18,0,-31
CCOc1ccc(/C(O)=C2/C(=O)C(=O)N(CCCN3CCOCC3)C2c2ccc(C)cc2)cc1C (configuration not stated),0.0,3,1,1,-7,6,-5,3
COc1ccc(NC(=O)CN(C)C(=O)C2CC(=O)N(CCc3ccc(OC)c(OC)c3)C2)cc1 (configuration not stated),0.1,-3,0,-2,1,11,-1,-1
CCOC(=O)C1CCCN(C(=O)c2cccc(N3C(=O)c4ccccc4C3=O)c2)C1 (configuration not stated),0.1,-4,0,2,7,3,1,-3
COC(=O)C1(CC2CC(c3ccncc3)=NO2)CCN(C(=O)OC(C)(C)C)CC1 (configuration not stated),0.0,-2,-1,/,0,22,14,2
CCc1ccc(NC(=O)c2ccc(Cn3cc([N+](=O)[O-])cn3)cc2)cc1,0.0,3,-1,-4,-12,/,2,-3
CCn1c(SCC(=O)N2CCCC2)nc2c1c(=O)n(C)c(=O)n2C,/,-1,4,-1,5,-17,10,-2
Cc1cccc(C)c1NC(=O)CNC(=O)CCNC(=O)c1ccco1,-0.1,-7,2,9,-16,7,10,5
C[C@H]1CN([C@@H](C)CO)C(=O)Cc2cc(NC(=O)Nc3ccc(C(F)(F)F)cc3)ccc2O[C@H]1CN(C)Cc1ccc(C(=O)Nc2ccccc2N)cc1,0.0,-2,5,20*,10,-84,-16,-1
COc1ccccc1CC(=O)N1CCN(c2ccccc2F)CC1,1.2,-1,4,/,11,9,3,-17
COc1ccc(S(=O)(=O)N[C@@H]2C=C[C@@H](CC(=O)NCCc3ccncc3)O[C@@H]2CO)cc1,-0.4,0,2,-1,-18,-8,2,-10
Cc1noc(C)c1S(=O)(=O)N(C)C[C@H]1Oc2c(NS(=O)(=O)c3cn(C)cn3)cccc2C(=O)N([C@@H](C)CO)C[C@H]1C,0.1,-1,-4,1,4,-2,10,0
C[C@@H]1CCCCO[C@H](CN(C)Cc2ccc(Cl)c(Cl)c2)[C@@H](C)CN([C@H](C)CO)C(=O)c2cc(NC(=O)C3CCCCC3)ccc2O1,-0.1,-2,4,-3,7,/,4,2
COc1ccc(CCNC(=O)c2ccccc2C(=O)NCCc2ccc(OC)c(OC)c2)cc1OC,0.4,0,2,-2,-8,/,-10,3
Cc1cc(Nc2ccc(Cl)cc2)nc(-c2ccccc2O)n1,0.1,-1,3,-3,-21,-5,-12,-4
COc1cccc(OCc2cc(C(=O)N(C)Cc3nc(C)cs3)no2)c1,-0.1,-2,-1,2,-59,0,-1,-2
COC(=O)C1CCN(S(=O)(=O)Cc2ccccc2)CC1,/,-1,2,1,1,20,-8,5
CCn1cc([N+](=O)[O-])c(C(=O)N2N=C(c3ccc(OC)cc3OC)CC2c2ccccc2O)n1 (configuration not stated),0.0,2,2,3,-2,/,/,-6
O=C1C=C(c2ccccc2Oc2ccccc2)C[C@@H](c2ccc(F)cc2)C1,0.0,1,-2,/,4,1,8,2
O=C(C[C@H]1CC[C@@H]2[C@H](COC[C@@H](O)CN2S(=O)(=O)c2ccccc2Cl)O1)NCc1ccccc1Cl,0.2,-2,-4,1,8,15,-2,-7
CC(CO)(CO)NC(=O)c1ccc(=O)[nH]n1,0.0,-1,-1,-3,3,/,0,-20
COc1ccc(OC)c(Cc2nnc(CCC(=O)NC3CCCCCCC3)o2)c1,-0.1,3,0,-4,/,-10,-2,-2
CCCOC(=O)c1ccc(NC(=O)C(CC)CC)cc1,0.1,/,0,/,-46,-18,0,/
COc1cc([N+](=O)[O-])ccc1N1C(=O)CC(Sc2nccc(C)n2)C1=O (configuration not stated),-0.1,-3,-5,-3,22,10,/,6
O=C(COC(=O)CCc1nc2ccccc2n1-c1ccccc1)Nc1cccc(Cl)c1,/,/,1,/,-1,4,7,/
COc1ccc(C)cc1NC(=O)C1CCCN(S(=O)(=O)c2cnc[nH]2)C1 (configuration not stated),0.1,/,1,/,-15,-8,-3,1
COc1cccc(-c2cccc(-c3nc(C(=O)Nc4ccc(-c5ccccc5)cc4)cc4c3[C@H](CCO)N(S(=O)C(C)(C)C)C4)c2)c1 (some centres not stated),/,-4,0,/,8,-6,-14,-7
CCOC(=O)c1ccc(NC(=S)NCc2ccco2)cc1,0.0,-3,5,1,-7,/,1,-2
COc1ccccc1S(=O)(=O)N(C)C[C@@H]1Oc2cc(C#CCC3CCCC3)ccc2S(=O)(=O)N([C@@H](C)CO)C[C@H]1C,0.2,0,5,12,5,-43,1,7
CN1CCN(NC(=O)CN2C(=O)S/C(=C\c3c(Cl)cccc3Cl)C2=O)CC1,1.0,-3,/,/,4,/,1,-1
Cc1cccn2c(=O)c3cc(C(=O)NC4CCCCCC4)sc3nc12,0.0,-5,1,-5,-22,-30,-5,-2
CC1(C)CC2(CCO1)C(Nc1ccccc1)=NC(=S)N2CC(N)=O (configuration not stated),0.7,2,/,0,0,/,/,-1
CCn1cc(CCC(=O)NC2CCCC2)c2ccccc21,0.2,-1,-1,-4,3,-2,-14,-3
CCn1cc(Cl)c(C(=O)Nc2ccccc2C(N)=O)n1,0.2,-3,-4,-1,-18,12,9,-7
Cc1nnc2c(SC(C)C)nc3ccccc3n12,0.0,-3,6,2,-9,-17,/,-1
C[C@H](CO)N1C[C@H](C)[C@H](CN(C)CC2CC2)Oc2c(NC(=O)Nc3ccc(C(F)(F)F)cc3)cccc2C1=O,0.0,0,-4,0,-15,-2,-20,11
COc1ccccc1C(=O)N/N=C(\C)CC(=O)Nc1ccc(Cl)cn1,0.1,-6,/,-4,2,/,/,-2
CC1CCCC(C)N1c1nnc(NC(=O)c2cc(-c3ccc(Br)cc3)on2)s1 (configuration not stated),0.5,1,-1,0,/,3,/,-5
CS(=O)(=O)N1[C@@H]2Cn3c(ccc(C4=CCCC4)c3=O)[C@H]1[C@@H](C(=O)N1CCCCC1)[C@@H]2CO,-0.1,0,-1,-23,0,-18,/,25
CC(C)c1cn(CC[C@@H]2CC[C@H](NC(=O)c3cccc(F)c3)[C@@H](CO)O2)nn1,0.4,2,-2,1,7,17,-10,16
O=C(CSc1n[nH]c(=O)[nH]c1=O)NC1CC1,0.0,-2,/,-2,/,/,9,1
COc1cc(C(=O)NCCNc2nc3cc(C)ccc3cc2C#N)cc(OC)c1OC,0.1,-20,1,-4,5,-9,12,-3
N/C(=N\OC(=O)c1ccc(Cl)cc1)c1[nH]ncc1Br,0.1,-1,-17,2,61*,-7,-4,5
CC(C)C1Cc2c(sc3c2c(=O)n(-c2ccccc2)c2n[nH]c(=S)n32)CO1 (configuration not stated),0.1,-3,/,3,-30,/,/,-3

# Continuation:
SMILES,XiGFP reactiv,ERAP1 inh,Cneo AK release,SIRT5 block,LGR2 antag,Statin myotox sup,PGC1a acetyl inh,S100A4 inh HTS
Cn1nc(C(F)(F)F)cc1-c1ccc(/C=C(\C#N)C(=O)c2cccc(C(F)(F)F)c2)s1,0.5,/,2,0,-7,/,-13,-7
Cc1[nH]c2ccc(C(=O)NC3CCCC3)cc2c1C,0.1,-2,0,2,-8,-5,0,-1
CCC(=O)NC(c1ccco1)c1cc(Br)c2cccnc2c1O (configuration not stated),0.0,/,-8,/,4,29,/,-4
COc1ccc2c3c([nH]c2c1)[C@H](CO)N(Cc1nccs1)CC31CCN(Cc2cncnc2)CC1,0.4,-2,/,/,-2,/,-11,9
CC(CCc1ccccc1)NC(=O)COC(=O)c1ccccc1Br (configuration not stated),0.0,-1,0,-2,-10,2,-7,-1
CC(=O)Nc1ccc(C(=O)COC(=O)c2cccs2)c(F)c1,0.1,0,-3,-1,-20,5,5,3

# Assay outcomes: PubChem, Broad Institute

# An excerpt, so the mix of outcomes need not match the whole.
